AmpC inh det – AmpC beta-lactamase inhibition, detergent assay. hit rate 0.09% among 71,000. Potency, µM (series often up to 28.7 µM), inactives show at the highest dose activity change, negative = inhibition. P00811. purified AmpC, nitrocefin hydrolysis with detergent. AID 584; active = well fitted curve in the direction sought with a large enough effect
Target sequence (P00811 whole entry, looked up): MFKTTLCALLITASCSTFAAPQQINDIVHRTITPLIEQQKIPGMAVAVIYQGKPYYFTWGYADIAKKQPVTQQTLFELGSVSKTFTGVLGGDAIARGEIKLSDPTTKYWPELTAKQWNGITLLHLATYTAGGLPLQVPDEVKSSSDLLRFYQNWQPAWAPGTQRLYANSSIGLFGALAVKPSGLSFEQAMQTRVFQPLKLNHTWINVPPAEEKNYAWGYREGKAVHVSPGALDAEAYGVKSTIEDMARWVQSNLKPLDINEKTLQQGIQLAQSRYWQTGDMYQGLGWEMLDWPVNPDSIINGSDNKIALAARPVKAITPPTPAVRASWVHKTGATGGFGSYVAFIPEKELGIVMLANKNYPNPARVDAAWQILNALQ
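E. coli AmpC (5.3 nM) in 20 mM phosphate pH 7.0 with 0.01% Triton X-100, preincubated 15 min RT with compound; nitrocefin (2 uL of 800 uM stock) hydrolysis followed by 480 nm absorbance every 20 s over 4 min.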
Active calls of the source: *; [ ] = dose if it differs, or a comment. % is set by controls: 0 for no effect and ±100 for the full control effect; potency is the fitted concentration of half-maximal effect. These rows are one share of the data, so the mix of outcomes need not match the whole.

Structure | AmpC inh det
Cc1ccc2cc3c(N)c(C(=O)N4CCOCC4)sc3nc2c1 | 1.3%
CC(=O)c1cc(C)ccc1OC(=O)c1cccnc1 | -3.5%
COCCn1c(=S)[nH]c2cc(C(=O)N3CCN(Cc4ccc5c(c4)OCO5)CC3)ccc2c1=O | 1.6%
C=CCn1c(=O)[nH]c2cc(C(=O)N3CCN(c4ccc(C(C)=O)cc4)CC3)ccc2c1=O | 0.0%
CNC(=O)C1(CC(C)C)C=CCN1C(=O)c1ccccc1 (configuration not stated) | 13.5%
Cc1ccccc1-c1nc(N2CCOCC2)c2ccccc2n1 | 6.0%
O=C(CSc1oc(-c2ccco2)nc1S(=O)(=O)c1ccc(F)cc1)NCC1CCCO1 (configuration not stated) | -1.1%
COc1ccc(-c2cnc(SCC(=O)Nc3ccc4c(c3)OCO4)n2Cc2ccco2)cc1 | -3.2%
CC(c1ccccc1)N1C(=O)CC(Sc2ncccc2C(=O)O)C1=O (configuration not stated) | -5.1%
O=C(CCN1CCN(c2ccccc2F)CC1)Nc1ccc2c(c1)OCO2 | -2.7%
c1cncc(-c2nc(NCc3cccs3)c3ccccc3n2)c1 | 5.1%
Cn1c(=O)oc2cc(S(=O)(=O)N3CCCC(C(=O)NCCN4CCOCC4)C3)ccc21 (configuration not stated) | 11.0%
O/N=C1/CCSc2ccccc21 | -3.2%
COC(=O)N1CCC2(CCN(Cc3ccccc3)CC2)CC1 | 1.8%
CN(C)C(=O)c1ccc(-c2cncnc2NCc2ccccc2)cc1 | 7.5%
O=C(CSc1nnc(-c2ccco2)o1)NC1CCCCCC1 | 11.8%
NC(N)=Nc1nc2ccc([N+](=O)[O-])cc2[nH]1 | -4.8%[5.75 µM]
COC(=O)[C@@]1(Cc2ccc(OC)cc2)[C@H]2c3cc(C(=O)N(C)C)n(C[C@H](O)CO)c3C[C@H]2CN1C(=O)c1ccccc1 | 1.1%
O=C(O)CN1C(=O)CNC1=O | -1.7%
O=c1c(-c2ccccc2)nc2cnc(N3CCOCC3)nc2n1Cc1cccs1 | -14.1%

Copied from the list.
O/N=C1/CCSc2ccccc21 – AmpC inh det: -3.2%
O=C(O)CN1C(=O)CNC1=O – AmpC inh det: -1.7%
O=C(CSc1nnc(-c2ccco2)o1)NC1CCCCCC1 – AmpC inh det: 11.8%
CN(C)C(=O)c1ccc(-c2cncnc2NCc2ccccc2)cc1 – AmpC inh det: 7.5%
c1cncc(-c2nc(NCc3cccs3)c3ccccc3n2)c1 – AmpC inh det: 5.1%
O=c1c(-c2ccccc2)nc2cnc(N3CCOCC3)nc2n1Cc1cccs1 – AmpC inh det: -14.1%
Cn1c(=O)oc2cc(S(=O)(=O)N3CCCC(C(=O)NCCN4CCOCC4)C3)ccc21 (configuration not stated) – AmpC inh det: 11.0%

(list continues)
Structure | AmpC inh det
COCC(=O)N1CCC2(CCCN(Cc3ccc(C#N)cc3)C2)CC1 | -2.4%
Cc1ccc(-c2cn3c(=S)[nH]nc3s2)cc1 | -4.4%
COc1ccc(CN2CCN(c3ncccn3)CC2)c(OC)c1 | -0.7%
Cn1c([N+](=O)[O-])cnc1CN1CCN(CCO)CC1 | 1.0%[5.75 µM]
c1ccc(OCc2nnc3sc(C4COc5ccccc5O4)nn23)cc1 (configuration not stated) | 10.5%
COc1ccc(-c2nc(SC)n(S(=O)(=O)c3ccccc3)n2)cc1 | -5.2%
O=C1CC(c2cccs2)c2cc3c(cc2N1)OCCO3 (configuration not stated) | 17.5%
CCn1cc(C(=O)Nc2nncs2)c(=O)c2cc(F)c(N3CCN(C(=O)c4ccco4)CC3)cc21 | -3.6%
CN(C)c1oc(COc2ccc(F)cc2)nc1C#N | -0.1%
CCOCCCNC(=O)c1ccc2c(c1)N(Cc1ccccc1)C(=O)CS2=O (configuration not stated) | 5.1%
CCCCn1c(=O)[nH]c(=O)c2c1nc(CN1C(=O)c3ccccc3S1(=O)=O)n2CCC | -3.5%
CC(C)CCn1c(SCC(=O)c2ccccc2)nc2c1c(=O)[nH]c(=O)n2C | 8.7%
COc1ccccc1CNC(=O)Cn1nnc(-c2ccncc2)n1 | 0.6%
C=CCn1c(=N)n(CC(=O)OC)c2ccccc21 | 1.1%
COc1ccc(N2C(=O)CCC(C(=O)N3CCCCC3)C2c2ccc(F)cc2)cc1 (configuration not stated) | 0.3%
CCN1C(=O)c2ccc(C(=O)Nc3nccs3)cc2C1=O | -4.9%
CCC(O)c1cc2c(cc1NC(=O)c1ccc(C)cc1)OCCO2 (configuration not stated) | -5.7%
O=C(CN(C(=O)CNC(=O)c1ccco1)c1ccc2c(c1)OCO2)NC1CCCCC1 | 0.2%
COC(=O)N1CCC2(CC1)CN(c1cccc(-c3ccccc3)c1)C2 | -0.3%
O=C(Cc1cccs1)Nc1ccc(S(=O)(=O)Nc2ncccn2)cc1 | -1.7%
O=C(Nc1nccs1)C(NS(=O)(=O)c1ccc(Br)s1)c1ccccc1 (configuration not stated) | -2.4%
Nc1ccc(Sc2ccc(N)cc2)cc1 | 9.0%
C=CCn1c(Cc2cccs2)nnc1SCC(=O)Nc1ccc(OC)cc1 | -2.1%
Cc1ccc(N2CC(C(=O)NCCCn3ccnc3)CC2=O)cc1 (configuration not stated) | 2.2%
NC(=O)CSc1nc2scc(-c3ccco3)c2c(=O)n1-c1ccccc1 | -1.7%
Cn1nnnc1SCC(=O)NCCCc1ccccc1 | -1.9%
COCCNC(=O)c1cc2c(=O)n(C)c3ccccc3c2n1C | 15.0%
CCCN(C(=O)CSc1nnc(-c2ccoc2C)n1N)C1CCS(=O)(=O)C1 (configuration not stated) | 0.8%
NS(=O)(=O)c1ccc(CCNc2nc(CN3CCOCC3)nc3sc4c(c23)CCC4)cc1 | -3.3%
CCCCCn1c2nc3ccccc3nc2c2c(=O)n(CC3CCCO3)c(C)nc21 (configuration not stated) | -2.8%
Nc1nc(Nc2ccc(Cl)cc2Cl)nc(C(F)(F)F)n1 | -1.0%
Cc1ccccc1-n1c(O)c(C=Nc2ccc(N(C)C)cc2)c(=O)[nH]c1=O | -3.9%
COCCNC(=O)C(c1ccc(C)o1)N(C(=O)c1snc(C(N)=O)c1N)c1cccc(C)c1 (configuration not stated) | 9.6%
Cc1onc(-c2ccccc2)c1C(=O)N1CCCSC1=Nc1ccccc1 | -0.9%
c1csc(Cn2nnnc2CN2CCN(c3nc4ccccc4s3)CC2)c1 | -2.9%
C=CCn1c(CSc2nc3ccccc3s2)nnc1SCC(=O)NCCN1CCOCC1 | 7.9%
CC(=O)NCc1ccc(-c2csc(N)n2)s1 | 13.5%
C=C1CC[C@H](O)C/C1=C/C=C1\CCC[C@]2(C)[C@@H]([C@H](C)CCCC(C)C)CC[C@@H]12 | -1.1%
O=C(NCC1CCCO1)C(C(=O)c1ccc(F)cc1)n1ccccc1=O (configuration not stated) | 1.3%
COCCCNC(=O)c1ccc2c(=O)n(C3CCCC3)c(=S)[nH]c2c1 | 0.2%
O=C(CCn1nnc2ccccc21)Nc1nnc(Cc2ccc(F)cc2)s1 | -5.3%
Cc1noc(C)c1COc1cccc(C(=O)OCC(=O)N2CC(=O)Nc3ccccc32)c1 | 10.4%
O=C(O)c1c2c(c(O)c3c1CN(C1CCCCC1)CO3)OCN(C1CCCCC1)C2 | 11.7%[5.75 µM]
Cc1ccccc1N1C(=O)c2sc3nc4c(c(=O)n3c2C1=O)CCC4 | 11.0%
O=C(CCC1COc2ccccc2O1)NCc1ccco1 (configuration not stated) | -1.2%
CCCOC(=O)c1ccc(OCC(O)CN2C(=O)NC(C)(C)C2=O)cc1 (configuration not stated) | 7.8%
COc1ccc(S(=O)(=O)N2CCCC(C(=O)NCCC3=CCCCC3)C2)cc1 (configuration not stated) | -4.9%
CCCCn1c(O)c(C(C)=NCCc2ccccc2)c(=O)[nH]c1=O | -4.2%
O=C(Cn1nnc(-c2ccccc2F)n1)Nc1ccc(S(=O)(=O)NC2CCCC2)cc1 | -2.1%
COc1ccc(CCC(=O)N2CCc3ccccc32)cc1 | -5.8%

(next part)
Structure | AmpC inh det
COc1ccc(-c2nc(CNS(=O)(=O)c3cc(OC)ccc3OC)cs2)cc1 | 10.0%
O=C(O)CSc1cccc2cccc(C(=O)O)c12 | 7.5%
Cc1nc(SCC(=O)Nc2cc(C)on2)c2c(C)c(C)sc2n1 | 11.3%
CCCCOC(=O)Cn1c(=N)n(CCN2CCOCC2)c2ccccc21 | -2.4%
Nn1c(SCc2nc3ccccc3[nH]2)nnc1C1CCCCC1 | -2.7%
Cc1cc(C)nc(NS(=O)(=O)c2ccc(NC(=O)CCCN3C(=O)c4ccccc4C3=O)cc2)n1 | -0.6%
Cc1cc(C)cc(N(C(C)C(=O)N2CCCCC2)S(C)(=O)=O)c1 (configuration not stated) | -5.9%
O=C(Nc1ccc2c(c1)OCO2)C1CC(c2c(F)cccc2Cl)=NO1 (configuration not stated) | -2.1%
COCCn1c(=O)c(-c2cccs2)nc2cncnc21 | 2.6%
O=C(O)c1c2ccccc2cc2ccccc12 | -0.7%
CCCSc1nc2c(cnn2-c2ccccc2)c(=O)[nH]1 | 9.6%
CN(Cc1nc2ccccc2n1C)S(=O)(=O)c1ccc(Cl)cc1 | -4.9%
CCCCNC(=O)CC1N=C2c3ccccc3N=C(SCC(=O)Nc3ccccc3C)N2C1=O (configuration not stated) | -0.6%
COc1cc(-c2nnc3n2N=C(c2ccccc2)CS3)cc(OC)c1OC | -4.6%
FC(F)(F)c1ccccc1-c1cncnc1NCCN1CCOCC1 | 10.1%
Cc1nc(N2CCN(Cc3ccccc3)CC2)nc2c1C(=O)CC(C)C2 (configuration not stated) | -0.2%
O=C(COC(=O)c1cccnc1Nc1cccc(C(F)(F)F)c1)NCCN1C(=O)CSC1=O | 3.7%
Cc1ccc2nc3c(cc(C#N)c(=O)n3-c3nccs3)c(=O)n2c1 | -2.9%
Cc1cc(Cl)c(S(=O)(=O)NC2CCCCC2)cc1OCC(=O)Nc1nncs1 | -4.8%
N#CC1=C(N)Oc2n[nH]c(-c3cccs3)c2C1c1cccnc1 (configuration not stated) | -3.6%
O=C(c1cccc(F)c1)N1CCC2(CCCN(Cc3cc(C(F)(F)F)cc(C(F)(F)F)c3)C2)CC1 | -1.4%
CCN(CC)CCNC(=O)CCn1c(=S)[nH]c2cc3c(cc2c1=O)OCO3 | -1.3%
COc1ccc(-n2c(SC)nc(O)cc2=O)cc1 | -2.3%
O=c1c2[nH]c3ccc(F)cc3c2ncn1CCN1CCN(Cc2ccccc2)CC1 | 9.9%
CCOc1cc(C)nc(N2CCN(C3CCCCC3)CC2)n1 | -2.2%
COc1cccc(OC)c1C(=O)N1CCN(Cc2ccccc2C)CC1 | -0.5%
O=C(CSc1nnc(CNC(=O)c2cccs2)o1)c1ccccc1 | 0.1%
COc1ccc(-n2c(O)c(C=NC3CC3)c(=O)[nH]c2=O)cc1 | -0.8%
COc1ccc(CCCc2nnc(SCC(=O)Nc3cc(C)c(C)cc3Br)o2)cc1 | 0.1%
O=C(NC1CCCCCC1)c1cc2n(n1)C(C(F)(F)F)CC(c1ccco1)N2 (configuration not stated) | -4.4%
Cc1cc(C)c(C)c(OCc2nc(-c3cccnc3)no2)c1 | -3.9%
Cc1ccccc1-c1nnc2s/c(=C\c3ccc(N(C)C)cc3)c(=O)n12 | -3.3%
Cc1cc(C)c(N2C(=NC(=O)CCCC(=O)O)SC3CS(=O)(=O)CC32)c(C)c1 (configuration not stated) | -3.5%
O=C(O)CSc1nc2c(c(=O)[nH]1)CCCC2 | -3.3%
O=C(O)NCc1ccccc1 (tested in a mixture with another compound) | -2.9%[5.75 µM]
O=S(NCc1ccccc1)C12CC3CC(CC(C3)C1)C2 (configuration not stated) | -4.1%
CCS(=O)(=O)N1CCC(C(=O)N2CCC3(CC2)OCCO3)CC1 | -4.7%
COc1ccc(C2CC(c3ccccc3Cl)Nc3ncnn32)cc1OC (configuration not stated) | 11.2%
C#Cc1ccc(C(=O)Nc2cc(C(N)=O)ccc2N2CCOCC2)cc1 | -5.2%
CCOC(=O)N1CCC(NC(=O)C2CCN(Cc3nc(-c4ccc(CC)cc4)oc3C)CC2)CC1 | 12.0%

Gathered by group, those above with a Cl atom
Structure | AmpC inh det
Nc1nc(Nc2ccc(Cl)cc2Cl)nc(C(F)(F)F)n1 | -1.0%
O=C(Nc1ccc2c(c1)OCO2)C1CC(c2c(F)cccc2Cl)=NO1 (configuration not stated) | -2.1%
CN(Cc1nc2ccccc2n1C)S(=O)(=O)c1ccc(Cl)cc1 | -4.9%
Cc1cc(Cl)c(S(=O)(=O)NC2CCCCC2)cc1OCC(=O)Nc1nncs1 | -4.8%
COc1ccc(C2CC(c3ccccc3Cl)Nc3ncnn32)cc1OC (configuration not stated) | 11.2%

Later entries
Structure | AmpC inh det
COc1ccc(N(CN2C(=O)c3ccccc3C2=O)C(=O)C(C)C)cc1 | -4.1%
Cc1nccn1-c1c2c(c(C#N)c3nc4ccccc4n13)CCC2 | 0.1%
Cc1cc(C)cc(OCc2ccc(C(=O)O)o2)c1 | -2.3%
CCN(CC)c1nc2ccccc2n2cnnc12 | -4.8%
Cc1ccc(Nc2nc(CSc3nnnn3-c3ccccc3)cc(=O)[nH]2)cc1 | -4.3%
COc1ccc(O)cc1 | 6.9%
CC(C)CN(C)c1nc(N)c(C(=O)N=C(N)N)nc1Cl | 0.5%
C=CCNC(=O)c1c(N)n(-c2ccc3c(c2)OCO3)c2nc3ccccc3nc12 | -1.7%
O=c1c2[nH]c3ccccc3c2ncn1Cc1ccccn1 | -1.6%
COc1ccc(CCNC(=O)c2ccc(N3CCCC3=O)cc2)cc1OC | -2.9%
Cc1ccc(C)c2[nH]c(=O)c(CN(CC3CCCO3)C(=O)NC3CCCCC3)cc12 (configuration not stated) | 7.6%
CCn1c(=O)c2cc(C(=O)N3CCCC3)sc2c2ccccc21 | 14.2%
CC1(C)CC(=O)C(C=NCCCn2ccnc2)=C(O)C1 | -2.6%
CC1CN(CCC(=O)Nc2ccc3c(c2)CCC3)CC(C)O1 (configuration not stated) | 32.2%
